Bioassay records: PubChem BioAssay, The Scripps Research Institute Molecular Screening Center
pPAFAH FP inh: pPAFAH (human) enzyme inhibition; inhibition, % at 3.39 µM; recombinant pPAFAH, FP-rhodamine probe fluorescence polarization; AID 463082; actives 1.5% (n = 330,000);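 active = inhibition above the mean inhibition across the screen plus 3 SD, cut at about 25% in these data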;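 note: inhibitors block binding of the rhodamine activity-based probe so polarization drops; 0% = enzyme with DMSO and 100% = wells lacking pPAFAH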
Target sequence (Q13093 whole entry, looked up): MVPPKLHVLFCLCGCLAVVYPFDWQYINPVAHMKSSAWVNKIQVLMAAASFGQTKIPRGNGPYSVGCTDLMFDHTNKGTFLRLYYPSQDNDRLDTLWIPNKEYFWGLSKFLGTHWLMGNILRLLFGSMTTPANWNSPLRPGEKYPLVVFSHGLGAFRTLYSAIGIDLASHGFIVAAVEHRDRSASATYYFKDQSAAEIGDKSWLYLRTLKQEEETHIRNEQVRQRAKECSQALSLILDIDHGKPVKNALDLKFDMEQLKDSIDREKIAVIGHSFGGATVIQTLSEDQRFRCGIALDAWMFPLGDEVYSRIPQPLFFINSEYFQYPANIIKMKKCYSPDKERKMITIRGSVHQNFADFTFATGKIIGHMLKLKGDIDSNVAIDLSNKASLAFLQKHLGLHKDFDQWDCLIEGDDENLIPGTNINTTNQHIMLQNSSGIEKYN
GSTO1 inh: blocks human GSTO1 in RBBP9 counter-screen; P78417; inhibition, % at 5.96 µM; actives 1.1% (n = 300,000); AID 1974; recombinant GSTO1, activity-based probe fluorescence polarization;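 active = inhibition above the campaign mean inhibition plus 3 SD, cut at about 35% in these data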;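 note: 0% = GSTO1-1 with DMSO and 100% = wells lacking GSTO1-1 enzyme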
PAFAH1B2 inh: PAFAH1B2 (human) inhibition; P68402; recombinant PAFAH1B2, FP-rhodamine activity probe, fluorescence polarization; inhibition, % at 3.39 µM; actives 1.2% (n = 340,000);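 active = inhibition above the mean of all tested compounds plus 3 SD, cut at about 24% in these data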;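 note: 0% = enzyme with DMSO and 100% = wells lacking PAFAH1B2; many of its hits are not listed in these tables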
Target sequence (P68402 whole entry, looked up): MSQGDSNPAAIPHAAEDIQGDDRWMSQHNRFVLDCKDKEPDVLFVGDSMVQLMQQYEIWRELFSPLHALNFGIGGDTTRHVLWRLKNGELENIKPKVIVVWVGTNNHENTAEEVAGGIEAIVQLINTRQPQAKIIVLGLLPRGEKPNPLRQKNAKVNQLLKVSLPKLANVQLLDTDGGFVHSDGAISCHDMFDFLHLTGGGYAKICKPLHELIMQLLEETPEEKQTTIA
PAFAH2 inh: PAFAH2 (human) inhibition; Q99487; recombinant PAFAH2, FP-rhodamine activity probe, fluorescence polarization; inhibition, % at 3.39 µM; actives 0.99% (n = 340,000); AID 492956;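 active = inhibition above the mean over all tested compounds plus 3 SD, cut at about 30% in these data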;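 note: inhibitors block probe labeling of enzyme so polarization drops; 0% = enzyme with DMSO and 100% = wells lacking PAFAH2 protein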
Fam108B counter: blocks mouse Fam108B hydrolase in RBBP9 counter-screen | actives 0.33% (n = 300,000) | AID 1947 | inhibition, % at 9.51 µM | recombinant Fam108B, FP-Rh probe fluorescence polarization;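 active = inhibition above the screen mean inhibition plus 3 SD, computed separately per campaign, cut at about 18% in these data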;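 note: inhibitors lower polarization as less probe binds the enzyme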
PAD4 inh: inhibitors of human PAD4; recombinant PAD4, RCA probe fluorescence polarization; inhibition, % at 6.36 µM; actives 0.41% (n = 330,000);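 active = percent inhibition above a cutoff equal to the mean of all tested compounds plus 3 SD, cut at about 15% in these data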;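 note: 0% = PAD4 with RCA probe and DMSO and 100% = probe without PAD4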
PME-1 primary: blocks human protein phosphatase methylesterase 1; AID 2130; recombinant PME-1, FP-Rh probe fluorescence polarization; actives 0.53% (n = 320,000); Q9Y570; inhibition, % at 5.9 µM;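 active = inhibition above the campaign mean of all compounds plus 3 SD, cut at about 26% in these data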;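 note: competitive labeling of PME-1 active site by serine hydrolase directed probe; 0% = PME-1 with DMSO and 100% = wells lacking PME-1 enzyme; inhibitors block probe labeling so polarization falls and inhibition rises; many of its hits are not listed in these tables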
LYPLA1 counter: blocks human lysophospholipase 1, a PME1 counter-screen | O75608 | recombinant LYPLA1, FP-Rh probe fluorescence polarization | inhibition, % at 5.9 µM | actives 0.16% (n = 320,000) | AID 2174;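 active = inhibition above the mean of all tested compounds plus 3 SD, set per campaign, cut at about 14% in these data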;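 note: inhibitors block serine hydrolase probe labeling of LYPLA1 so polarization falls; 0% = enzyme with DMSO and 100% = wells lacking LYPLA1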
Target sequence (O75608 whole entry, looked up): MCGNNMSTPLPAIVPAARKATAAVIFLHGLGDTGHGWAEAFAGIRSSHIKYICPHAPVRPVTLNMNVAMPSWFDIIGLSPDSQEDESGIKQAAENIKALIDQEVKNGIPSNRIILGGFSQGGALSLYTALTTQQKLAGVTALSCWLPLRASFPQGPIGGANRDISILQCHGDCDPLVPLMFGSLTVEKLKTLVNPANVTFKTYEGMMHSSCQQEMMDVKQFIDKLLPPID
PAFAH1B3 FP inh: blocks human PAF acetylhydrolase 1B catalytic subunit 3 | Q15102 | recombinant PAFAH1B3, FP-rhodamine probe, fluorescence polarization | inhibition, % at 3.39 µM | actives 0.28% (n = 340,000) | AID 492972;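 active = inhibition above the screen-wide average of all tested compounds plus 3 SD, cut at about 25% in these data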;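 note: 0% = enzyme with DMSO only and 100% = wells lacking PAFAH1B3 protein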
The depositor's hits bear a star; . = not tested or not shown. Only part of the results is shown (hit frequency here may not be typical).

molecule | pPAFAH FP inh | GSTO1 inh | PAFAH1B2 inh | PAFAH2 inh | Fam108B counter | PAD4 inh | PME-1 primary | LYPLA1 counter | PAFAH1B3 FP inh
CN(CCc1cn[nH]c1)Cc1nc(Cc2ccccc2)no1 | 2 | -3 | 6 | -2 | 0 | 0 | -4 | 0 | -1
CCC1Nc2ncnc(N3CCCCC3)c2N(Cc2ccc(Br)cc2)C1=O (stereo not drawn) | 4 | 2 | 12 | 13 | -3 | 0 | 5 | -1 | 2
CCOC(=O)c1nnn(CC(=O)NC(=O)Nc2ccccc2)c1C(=O)OCC | 4 | 6 | -3 | -2 | 1 | 0 | -2 | 4 | -2
CCc1nnc(NC(=O)c2oc3ccccc3c2COC(C)C)s1 | -2 | . | 0 | 6 | . | 2 | . | . | 7
COc1ccc2[nH]cc(C3N4CC5(C)CN3CC(C)(C4)C5=O)c2c1 (stereo not drawn) | 8 | 0 | 1 | -4 | 2 | 2 | -2 | 0 | 6
CCCc1oc(C(=O)O)cc1CN1CCCC1 | 0 | 13 | -1 | 9 | 2 | 2 | 3 | -2 | 5
CCCN1C(=O)C(=O)c2cc(C)ccc21 | 0 | . | 4 | -1 | . | -3 | . | . | 4
CN(Cc1ccco1)C(=O)C(Cc1ccccc1)NS(=O)(=O)c1ccc2c(c1)CCC(=O)N2 (stereo not drawn) | -1 | 9 | -5 | -5 | 0 | 2 | 2 | 2 | 12
CCC(C)n1c(NC(=O)c2ccccc2)c(C#N)c2nc3ccccc3nc21 (stereo not drawn) | 14 | 24 | 2 | -2 | -8 | 29* | -5 | -5 | 35*
COc1ccc(Br)cc1S(=O)(=O)N(CC(=O)N1CCN(C)CC1)c1ccccc1 | -1 | 0 | 6 | 0 | -2 | -1 | 1 | 3 | 6
COC(=O)c1ccccc1NC(=O)CNC(=O)c1ccc(OC)c(OC)c1 | 6 | 1 | 0 | -4 | 1 | 0 | 7 | 3 | 12
Cc1ccc(S(=O)(=O)N2CCC(=O)N(C(COCc3ccc(Cl)cc3)C(C)C)CC2)cc1 (stereo not drawn) | 3 | 4 | 18 | 5 | 1 | 5 | 0 | -4 | 6
Cn1c(NCc2ccco2)nc2ccccc21 | 0 | -2 | 2 | 3 | -1 | -7 | 2 | -3 | 6
O=C1c2cccnc2C(=O)N1Cc1ccc2c(c1)OCO2 | 3 | 5 | -4 | 8 | 0 | 2 | 0 | 1 | 3
CCSc1nnc(NC(=O)CSc2nnc(-c3c[nH]c4ccccc34)n2C)s1 | 5 | 2 | 11 | 2 | 4 | -3 | -1 | 2 | 8
CC(O)COc1ccc(/C(=N/O)c2ccccc2)cc1 (stereo not drawn) | 1 | 2 | -1 | 2 | 3 | 2 | -2 | -3 | 6
O=C(CNC(=O)/C(=C\c1ccc(Br)cc1)NC(=O)c1ccccc1)OCc1ccccc1 | 1 | -1 | 2 | -2 | -5 | -4 | -5 | -5 | -3
C=CCn1c(SCC(=O)Nc2ccc(S(N)(=O)=O)cc2)nnc1-c1cnccn1 | 6 | -1 | -9 | -8 | -5 | -2 | -2 | 2 | 10
CCOC(=O)c1c(C)[nH]c(C)c1C(=O)COC(=O)c1nc2nccc(C)n2n1 | 1 | 4 | 7 | 2 | -1 | 4 | -1 | -3 | 6
O=C(c1ccc2c3n(nc2c1)-c1ccc(Cl)cc1CO3)N1CCCCC1 | 2 | -4 | 5 | 2 | -4 | 2 | -7 | -2 | 5
CN(C)c1ccc(C(=O)Nc2cccc(S(=O)(=O)N3CCCC3)c2)cc1 | 2 | . | 7 | 6 | . | 3 | 3 | -1 | 12
Cc1onc(-c2c(Cl)cccc2Cl)c1C(=O)Nc1ccc(C(N)=O)cc1 | 3 | 4 | 1 | -4 | 2 | -3 | -6 | 2 | -2
CCCC(c1nnnn1Cc1ccccc1)N1CCN(c2ccccc2OC)CC1 (stereo not drawn) | -2 | -1 | 11 | 9 | -3 | -3 | -5 | -5 | 6
O=C1c2ccccc2CCCC12N=NCC2c1cccc2ccccc12 (stereo not drawn) | -2 | 0 | 1 | 2 | -4 | -3 | 1 | -2 | -3
CC(=O)c1ccc(-n2c(=O)[nH]c(=O)c3c(N)c(C(=O)c4ccc(Cl)cc4)sc32)cc1 | 3 | 5 | -2 | 2 | -7 | 2 | -8 | 1 | -1
Cc1ccc(Nc2nnc(SCC3CCCCO3)s2)cc1 (stereo not drawn) | 4 | 8 | 3 | -2 | -1 | 3 | -5 | -3 | 6
COc1ccccc1C(=O)COC(=O)c1cc([N+](=O)[O-])ccc1N1CCOCC1 | 5 | 6 | 8 | 9 | -6 | -4 | 6 | 1 | 9
CC(C)c1nnc(NC(=O)c2ccc(S(=O)(=O)N3CCOCC3)cc2)s1 | 2 | -4 | 4 | 5 | 0 | -3 | -1 | 3 | 6
CC(C)(C)c1cn(-c2ccc(F)cc2)c(=S)[nH]1 | 1 | 6 | 12 | -6 | 3 | -2 | 5 | 4 | 3
COc1cccc2cc(-c3nnc(SCC(=O)Nc4cc(C(F)(F)F)ccc4Cl)n3N)oc12 | 1 | 0 | -2 | 2 | -5 | -4 | 1 | 0 | 5

Grouped by structure, the compounds so far containing two or more sulfur atoms (four)
molecule | pPAFAH FP inh | GSTO1 inh | PAFAH1B2 inh | PAFAH2 inh | Fam108B counter | PAD4 inh | PME-1 primary | LYPLA1 counter | PAFAH1B3 FP inh
CCSc1nnc(NC(=O)CSc2nnc(-c3c[nH]c4ccccc34)n2C)s1 | 5 | 2 | 11 | 2 | 4 | -3 | -1 | 2 | 8
C=CCn1c(SCC(=O)Nc2ccc(S(N)(=O)=O)cc2)nnc1-c1cnccn1 | 6 | -1 | -9 | -8 | -5 | -2 | -2 | 2 | 10
Cc1ccc(Nc2nnc(SCC3CCCCO3)s2)cc1 (stereo not drawn) | 4 | 8 | 3 | -2 | -1 | 3 | -5 | -3 | 6
CC(C)c1nnc(NC(=O)c2ccc(S(=O)(=O)N3CCOCC3)cc2)s1 | 2 | -4 | 4 | 5 | 0 | -3 | -1 | 3 | 6

A few values from the results shown.
Result for O=C(c1ccc2c3n(nc2c1)-c1ccc(Cl)cc1CO3)N1CCCCC1 in Fam108B counter: -4
Result for Cc1ccc(Nc2nnc(SCC3CCCCO3)s2)cc1 (stereo not drawn) in PME-1 primary: -5
Result for CC(C)c1nnc(NC(=O)c2ccc(S(=O)(=O)N3CCOCC3)cc2)s1 in Fam108B counter: 0
Result for COc1ccccc1C(=O)COC(=O)c1cc([N+](=O)[O-])ccc1N1CCOCC1 in PME-1 primary: 6

Additional results follow:
molecule | pPAFAH FP inh | GSTO1 inh | PAFAH1B2 inh | PAFAH2 inh | Fam108B counter | PAD4 inh | PME-1 primary | LYPLA1 counter | PAFAH1B3 FP inh
O=C(OCc1ccccc1)/C(=C/c1cccc(Br)c1)NC(=O)c1ccco1 | 7 | -6 | 5 | 12 | -2 | 1 | 4 | -1 | -3
Cc1ccc(C(=O)OCC(=O)NCC2CCCO2)c(C)c1 (stereo not drawn) | 2 | -2 | -3 | 10 | -1 | 0 | 3 | 2 | 7
O=C(CCN1C(=O)/C(=C/c2ccccc2Cl)SC1=S)NC1CCCC1 | -6 | 0 | -6 | 1 | 2 | 0 | 3 | -2 | -4
CCn1c2ccccc2c2cc(NC(=O)CSc3nnc(-c4ccc(OC)c(OC)c4)n3N)ccc21 | 13 | 15 | -3 | 1 | 5 | 1 | 12 | 1 | -1
Cc1ccc(S(=O)(=O)N(C)C)cc1NC(=O)COC(=O)c1ccc2ccccc2n1 | 22 | . | -5 | 1 | . | 4 | 12 | -1 | 12
CCCCCCNC(=O)CC(c1ccccc1)c1cc(Br)ccc1O (stereo not drawn) | -6 | -14 | -6 | 4 | -9 | -2 | -21 | -13 | -16
CCCc1cc(=O)oc2cc(OCC(=O)N(C)C)c(Cl)cc12 | 1 | 12 | -1 | -5 | -2 | 0 | 4 | 4 | 7
CC(C)NC(=O)c1ccc(-n2c(=S)[nH]c3ccccc3c2=O)cc1 | 5 | 4 | . | . | 8 | -5 | -3 | 5 | .
O=S1(=O)CC/C(=N\Nc2ccccc2)c2ccsc21 | 5 | -9 | -3 | 2 | 2 | -1 | 3 | 0 | 8
COc1ccc(C(=O)CSc2nc(SC)ns2)cc1OC | 5 | -3 | 5 | 5 | -5 | 1 | -5 | 0 | 3
CCCC(=O)NC(=S)Nc1ccc(N2CCN(C(=O)c3cccs3)CC2)cc1 | 7 | 3 | 8 | 5 | 1 | 1 | -4 | -3 | -3
CC(C)Sc1cc(N2CCCC2)nc(-c2ccccc2)n1 | 3 | 5 | 5 | 4 | -1 | -1 | -6 | 0 | 3
COc1ccc(C(C)=O)cc1COC(=O)c1cc(=O)c2ccccc2o1 | -3 | -1 | -4 | -1 | -1 | -5 | 3 | -3 | 0
O=S(Cc1ccc(Cl)cc1)CC(O)COc1ccc(Cl)cc1 (stereo not drawn) | 1 | 1 | 16 | -12 | 5 | -6 | 5 | 4 | 0
CCCCCCSc1ccc([C@@H]2[C@H]3C(=O)N(C)C(=O)[C@H]3[C@]3(C(=O)OC)CCCCN23)cc1OC | 12 | 8 | 3 | 1 | -4 | 3 | 1 | -2 | 8
CCN1C(=O)NC(c2cc(Br)ccc2OC)C(C(=O)OC)=C1C (stereo not drawn) | 7 | 0 | 3 | -3 | 2 | 4 | -3 | -2 | 4
O=C(/C=C/c1cccs1)Nc1ccc(S(=O)(=O)Nc2ncccn2)cc1 | -5 | 2 | 2 | 5 | 1 | 3 | -6 | -1 | 6
COc1cccc(C(=O)Nc2cccc(NC(C)=O)c2)c1 | -2 | 0 | 4 | 6 | 1 | -2 | -4 | -2 | 1
COC1=C/C(=C/c2c(N)n3nc(CC(=O)N4CCOCC4)sc3nc2=O)C=CC1=O | 12 | 18 | 7 | 17 | 2 | -5 | -6 | -1 | 12
O=C(O)c1ccc(NC(=O)C2(c3ccccc3)CCOCC2)cc1 | 2 | -1 | 8 | -1 | 3 | 3 | 3 | -2 | 5
CC(C)(C)NCC(O)COc1cccc2[nH]c(=O)[nH]c12 (stereo not drawn) | 5 | 4 | -1 | -4 | 1 | -4 | -5 | 2 | -4
Cn1c(-c2cccc([N+](=O)[O-])c2)[n+](C)c2ccccc21 | -2 | 3 | 0 | -3 | 0 | -6 | -2 | -3 | 4
O=C(O)c1cccc(N2CCCC2=O)c1 | 0 | 8 | -1 | -15 | 2 | -2 | 1 | -1 | -5
COc1cc2ncnc(NCCCN3CCOCC3)c2cc1OC | -5 | -1 | 1 | 0 | 0 | -1 | -1 | 0 | 4
